TIM10 inh – inhibits growth of TIM10 yeast strain. 330,000 tested, 1.4% active. inhibition, % at 10 µM. S. cerevisiae TIM10 strain growth, BacTiter-Glo luminescence, 24 h;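 active = inhibition of 40% or more at the single tested concentration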;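 note: wild-type TIM10 isogenic control strain grown at permissive 25 °C; 0% = DMSO yeast wells and 100% = minimal medium wells without yeast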
UPR CHOP act – activators of apoptotic arm of unfolded protein response (CHOP) | 330,000 tested, 0.34% active | activation, % at 10 µM | CHO-CHOP luciferase reporter, UPR activation, luminescence; percent of tunicamycin response over DMSO baseline | AID 449763;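 active = at 10 µM dose, activation of 40% or more, normalized to positive control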;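 note: 100% = tunicamycin at 10 µg/mL and 0% = DMSO alone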
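Test system: CHO CHOP reporter cells. Input: 500 CHO-CHOP cells per well. Medium: F12 with 10% FBS. Technique: luciferase luminescence. Measure: percent activation relative to tunicamycin control. Dosing: 10 µM compound, 0.5% DMSO. Timing: 16-18 h cell attachment, then 6 h compound exposure, 37 °C.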
Mdm2-MdmX inh – inhibitors of human Mdm2/MdmX interaction; inhibition, % at 8 µM; AID 485346; 330,000 tested, 3% active; SaOS-2 split-luciferase Mdm2/MdmX complementation, luminescence; O15151+Q00987;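 active = inhibition of at least 50% at 8 µM in the primary screen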
tim23-1 inh – tim23-1 yeast growth inhibition | inhibition, % at 20 µM | 330,000 tested, 1.3% active | S. cerevisiae tim23-1 growth, BacTiter-Glo luminescence, 24 h | AID 463212;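 active = growth inhibition of the mutant yeast at or above 50%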;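 note: temperature-sensitive mutant grown at 25 °C; plate controls were DMSO-treated mutant yeast for no effect and medium wells lacking yeast for full effect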
APJ agonist – agonists of human APJ apelin receptor | P35414 | CHO-K1 APJ PathHunter beta-arrestin, luminescence; 0% DMSO wells, 100% apelin | activation, % at 20 µM | 330,000 tested, 0.11% active;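 active = activation more than six SD over the plate average, tested at 20 µM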;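 note: 0% = DMSO alone and 100% = apelin-13 at 10 nM; some results filed as inactive read as strong as hits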
Target sequence (P35414 whole entry, looked up): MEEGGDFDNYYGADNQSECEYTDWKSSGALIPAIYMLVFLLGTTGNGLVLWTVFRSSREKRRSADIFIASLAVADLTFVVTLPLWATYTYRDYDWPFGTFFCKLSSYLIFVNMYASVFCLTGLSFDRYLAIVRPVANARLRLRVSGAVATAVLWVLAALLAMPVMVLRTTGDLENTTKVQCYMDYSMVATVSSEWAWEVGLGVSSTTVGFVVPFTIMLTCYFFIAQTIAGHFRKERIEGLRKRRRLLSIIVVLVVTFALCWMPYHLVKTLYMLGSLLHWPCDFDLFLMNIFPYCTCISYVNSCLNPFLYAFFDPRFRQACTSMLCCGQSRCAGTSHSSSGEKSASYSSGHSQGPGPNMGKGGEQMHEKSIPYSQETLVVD
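Test system: CHO-K1 APJ beta-arrestin complementation cell line. Amount: cell density 1000 per well. Controls: DMSO negative, 10 nM Apelin-13 positive. Signal: luminescent beta-gal fragment complementation, chemiluminescent substrate. Read-out basis: agonist-driven arrestin binding to APJ. Timing: compound stimulation 90 min at 25 °C, detection 60 min.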
CXCR6 inh – inhibitors of human CXCR6 receptor. AID 602244. 360,000 tested, 0.36% active. CHO-K1 PathHunter CXCR6 beta-arrestin, luminescence. O00574. inhibition, % at 20 µM; in the data active = inhibition above about 34%, passing the limit was not always enough;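 note: antagonist mode with CXCL16 agonist at 10 nM final; 0% = 10 nM CXCL16 with DMSO and 100% = unstimulated wells without agonist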
Target sequence (O00574 whole entry, looked up): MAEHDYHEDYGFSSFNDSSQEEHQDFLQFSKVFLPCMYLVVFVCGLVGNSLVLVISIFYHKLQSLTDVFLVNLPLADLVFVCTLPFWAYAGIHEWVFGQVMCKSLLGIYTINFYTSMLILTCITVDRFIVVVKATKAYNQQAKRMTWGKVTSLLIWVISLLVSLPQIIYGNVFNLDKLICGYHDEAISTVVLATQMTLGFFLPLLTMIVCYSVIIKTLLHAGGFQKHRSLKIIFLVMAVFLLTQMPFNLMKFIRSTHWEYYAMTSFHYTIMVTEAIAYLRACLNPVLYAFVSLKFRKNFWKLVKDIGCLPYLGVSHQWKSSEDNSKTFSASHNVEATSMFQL
APJ antag – blocks the human apelin receptor APJ; P35414; CHO-K1 APJ beta-arrestin complementation, luminescence; inhibition, % at 20 µM; 330,000 tested, 0.32% active; AID 2521;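 active = inhibition above about 40% at 20 µM, limit read from the data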;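 note: cells challenged with 10 nM apelin-13 agonist together with compound; plate controls were apelin-13 plus DMSO wells for no effect and DMSO wells lacking apelin-13 for full effect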
tim10-1 inh – growth inhibitors of tim10-1 mutant yeast; inhibition, % at 20 µM; 330,000 tested, 2.2% active; AID 463190; S. cerevisiae tim10-1 ts strain growth, BacTiter-Glo, 24 h;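 active = inhibition of at least 40%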;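 note: mutant grown at 25 °C; 0% = DMSO wells with yeast and 100% = wells holding no yeast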
XBP1 UPR activ – activators of adaptive arm of unfolded protein response (XBP1); CHO-XBP1 luciferase reporter, IRE1-XBP1 UPR activation, luminescence; percent of tunicamycin response, DMSO as zero; activation, % at 20 µM; 330,000 tested, 0.33% active; AID 463104;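 active = versus positive control, 20 µM dose yields 30% or more activation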;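 note: 100% = tunicamycin at 10 µg/mL and 0% = DMSO only wells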
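Material: CHO cell line with stable XBP1 luciferase reporter; schedule: 16-18 h cell attachment at 37 °C, then 6 h compound exposure; signal: glow luminescence from Steady-Glo reagent; medium: serum-containing F12 medium, 10% FBS; benchmarks: tunicamycin 10 µg/mL and vehicle-only wells; read-out: percent activation relative to tunicamycin reference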
Numbers without * were called inactive; / = not tested or not shown.

Second line of a record – TIM10 inh	UPR CHOP act	Mdm2-MdmX inh	tim23-1 inh	APJ agonist	CXCR6 inh	APJ antag	tim10-1 inh	XBP1 UPR activ
1	COc1ccccc1N1CCN(C(=O)c2ccc(S(=O)(=O)N3CCCCC3)cc2)CC1
  6	0.6	14	6	-3	-4	10	4	-5
2	C[C@H](CO)N1C[C@H](C)[C@@H](CN(C)C(=O)Nc2ccc3c(c2)OCO3)Oc2ccc(NC(=O)Cn3cnnn3)cc2C1=O
  -3	-1.7	13	4	-4	0	9	-5	-4
3	O=C(COC(=O)c1ccc(F)c(S(=O)(=O)N2CCOCC2)c1)NCc1ccccc1
  -12	-0.7	-14	-3	-4	2	10	8	-3
4	Cc1cccc(OS(=O)(=O)NC(=O)OCC2CCCN3CCCCC23)c1 (stereo unspecified)
  24	-0.9	0	0	-2	6	3	-6	-3
5	Cn1c(NC(=O)c2ccco2)c(-c2ccccc2Cl)c(=O)c2ccccc21
  7	-0.1	-15	8	-1	-3	17	6	0
6	Cn1ccnc1SCC(=O)Nc1ccc(Br)cc1C(F)(F)F
  -5	4.9	2	2	7	-3	-5	-4	-2
7	O=C(Cc1c(Cl)cccc1Cl)Nc1cccnc1
  -15	-2.5	5	6	-1	5	2	11	0
8	COC(=O)C(C(=O)Nc1cc(C)on1)C1CCCCCC1 (stereo unspecified)
  -1	-3.9	23	23	-4	2	-2	4	-2
9	COc1cccc(-c2nnc(SCC(=O)Nc3ccc(OC)c(OC)c3)n2N)c1
  -2	-2.3	-18	6	-3	3	2	0	0
10	CS(=O)(=O)OCCCCOS(C)(=O)=O
  3	0.1	-2	-13	1	-3	0	-4	0
11	Cc1ccc(NC(=O)CSc2nc3ccccc3c(=O)n2CCCN2CCCCC2)cc1Cl
  9	2.0	100*	7	0	6	7	21	5
12	CN(CCOC(=O)CN1C(=O)c2ccccc2C1=O)C1=NS(=O)(=O)c2ccccc21
  -12	-0.6	18	-10	-3	/	12	5	1
13	COc1cccc(C2C(C(C)=O)=C(O)C(=O)N2CCc2c[nH]c3ccccc23)c1 (stereo unspecified)
  -11	-0.7	13	-6	1	1	15	6	-2
14	Cc1ccc(NCc2ccccc2O)cc1C
  -9	4.3	1	-4	-1	-2	1	-6	0
15	CCc1c(C(=O)N/N=C/c2sccc2C)nnn1-c1nonc1N
  8	1.0	-2	0	-1	2	9	-24	-1

In the list so far, 3 contain an aryl thioether with sulfur outside any ring:
Second line of a record – TIM10 inh	UPR CHOP act	Mdm2-MdmX inh	tim23-1 inh	APJ agonist	CXCR6 inh	APJ antag	tim10-1 inh	XBP1 UPR activ
6	Cn1ccnc1SCC(=O)Nc1ccc(Br)cc1C(F)(F)F
  -5	4.9	2	2	7	-3	-5	-4	-2
9	COc1cccc(-c2nnc(SCC(=O)Nc3ccc(OC)c(OC)c3)n2N)c1
  -2	-2.3	-18	6	-3	3	2	0	0
11	Cc1ccc(NC(=O)CSc2nc3ccccc3c(=O)n2CCCN2CCCCC2)cc1Cl
  9	2.0	100*	7	0	6	7	21	5

Next part.
Second line of a record – TIM10 inh	UPR CHOP act	Mdm2-MdmX inh	tim23-1 inh	APJ agonist	CXCR6 inh	APJ antag	tim10-1 inh	XBP1 UPR activ
16	Cc1ccc(/C=N/NC(=O)c2cc(-c3ccccc3)nc3ccccc23)o1
  -6	3.1	30	18	1	3	-23	35	-1
17	CC(C)CC(NC(=O)CCl)c1ccccc1 (stereo unspecified)
  5	0.0	24	19	-1	14	2	23	-3
18	O=C(c1ccccc1)c1cccc[n+]1[O-]
  -7	-0.6	23	13	-2	2	9	4	1
19	Cn1cc(S(=O)(=O)N2CCCC2)cc1C(=O)N1CCN(c2cccc(Cl)c2)CC1
  -4	1.5	18	0	-2	4	2	-11	0
20	COc1ccc(S(=O)(=O)N2CCc3ccccc3C2)cc1
  29	-0.3	-27	53*	-2	-8	-15	19	-5
21	CCOC(=O)c1[nH]c2cc3c(cc2c1NC(=O)CN1CCCCC1C)OCO3 (stereo unspecified)
  -4	4.2	4	4	-1	/	5	2	0
22	CCOC(=O)C1(CCc2ccccc2)CCN(Cc2ccccn2)CC1
  4	0.8	-6	19	-4	4	-2	21	-3
23	CC(C)(C)c1nc(SCC(=O)N2CC(=O)Nc3ccccc32)c2ccccc2n1
  -9	-3.2	-3	-1	1	0	-7	-13	3
24	CN(C)C(=O)c1ccc(-c2n[nH]c(=O)c3ccccc23)cc1
  6	-1.3	18	5	-1	1	14	4	1
25	Cc1[nH]n(-c2ccc(Cl)cc2)c(=O)c1C=Nc1ccc(S(=O)(=O)N2CCOCC2)cc1
  3	-0.1	11	4	-1	9	-5	2	5
26	Clc1ccc(CNc2ccc(CNc3ncn[nH]3)cc2)c(Cl)c1
  23	0.7	4	13	-2	2	10	20	-2
27	CCN(CC)S(=O)(=O)c1ccc(N2CCN(S(=O)(=O)c3ccccc3C#N)CC2)nc1
  4	0.1	9	16	-4	-15	1	4	-4
28	CCCCn1c(N)c(N(CCC(C)C)C(=O)c2cc(S(=O)(=O)N3CCOCC3)ccc2F)c(=O)[nH]c1=O
  0	1.0	5	-1	-2	8	11	2	0
29	CCc1ccc(N/C(N)=N/c2nc(CSc3ccccn3)cc(=O)[nH]2)cc1
  10	0.2	6	25	0	-2	-8	17	1
30	CCc1ccc(C(=O)NNC(=O)c2c(CC)noc2C)cc1
  1	-1.1	-8	-8	-2	-14	10	-25	-4

Following part
Second line of a record – TIM10 inh	UPR CHOP act	Mdm2-MdmX inh	tim23-1 inh	APJ agonist	CXCR6 inh	APJ antag	tim10-1 inh	XBP1 UPR activ
31	COc1ccc(CN2CCNC(=O)C2CC(=O)N(C)C2CCOCC2)c(F)c1 (stereo unspecified)
  2	0.2	26	13	-7	-6	-6	-4	-2
32	Cn1nc(C(=O)OCC(=O)c2ccc[nH]2)c2ccccc2c1=O
  12	-1.2	-33	1	-3	-2	0	-9	-2
33	CC1Sc2ccc(S(=O)(=O)CCC(=O)N3CCc4ccccc43)cc2NC1=O (stereo unspecified)
  3	-1.0	14	17	-1	-3	22	15	-2
34	Cc1ccc(S(=O)(=O)N/N=C\c2ccc3c(c2)OCO3)cc1C
  11	0.3	-10	39	2	2	1	24	0
35	COc1ccc(Oc2c(Cl)cnn(-c3ccccc3)c2=O)cc1
  -2	1.1	36	23	-1	2	12	15	-2
36	Cc1cccc(OCC(=O)Nc2cccc3nsnc23)c1
  9	1.9	-24	1	-2	3	-1	-6	-3
37	CN(Cc1ccccc1)S(=O)(=O)c1ccc(NC(=O)C2CCCCC2C(=O)O)cc1 (stereo unspecified)
  1	0.5	16	15	-2	-13	2	-7	0
38	COc1ccc(CC(=O)NCc2nc(-c3ccccc3)no2)cc1
  -4	-0.7	28	17	-2	0	19	12	-1
39	C#CCNC(=O)C1=C[C@H](c2cn(C(C)=O)c3ccccc23)C[C@H](OCc2ccc(CO)cc2)O1
  3	0.0	21	-2	6	-5	-23	-13	2
40	COc1cc(/C=C/C(=O)NCC2CCCCC2)cc(OC)c1OC
  -3	-1.1	-16	26	2	10	-28	7	1
41	COc1cc(OC)cc(C(=O)Nc2cc(NC(=O)c3ccco3)ccc2OC)c1
  -16	-0.3	29	7	1	9	17	-14	0
42	Cc1ccc(C(=O)Nc2ccc(N3CCN(C)CC3)cc2)cc1C
  -2	-1.2	-28	8	-5	0	20	0	-9
43	CC1CC(C)CN(S(=O)(=O)c2ccc(NC(=O)C3CSC4(C)CCC(=O)N34)cc2)C1 (stereo unspecified)
  3	-1.1	20	12	3	-1	-4	17	-1
44	O=C(/C=C1\SC(=O)N(CC(=O)Nc2ccc(Cl)cc2)C1=O)Nc1ccc(F)cc1
  -7	1.1	-2	-8	4	12	-2	3	-2
45	Cc1cc(C(=O)OCC(=O)NC2CC2)c2ccccc2n1
  2	0.3	-20	5	-2	-3	1	9	-1

Down the list, from the results shown.
TIM10 inh for nos. 17–22, in order: 5, -7, -4, 29, -4, 4

Additional entries follow:
Second line of a record – TIM10 inh	UPR CHOP act	Mdm2-MdmX inh	tim23-1 inh	APJ agonist	CXCR6 inh	APJ antag	tim10-1 inh	XBP1 UPR activ
46	CC(=O)N1CCN(CCN=CC2=C(O)CC(c3ccc(Cl)cc3)CC2=O)CC1 (stereo unspecified)
  2	0.5	3	8	0	-7	10	22	-1
47	CN(C(=O)CSc1nc2ccccc2c(=O)n1-c1ccccc1Cl)C1CCS(=O)(=O)C1 (stereo unspecified)
  4	-0.4	11	7	-4	0	13	2	-1
48	CCOc1cc(/C=N/NC(=O)c2ccc(NC(=O)C3CC3)cc2)ccc1O
  9	-0.3	2	12	-4	-15	-14	13	-3
49	Cc1nn(-c2ccc(N3CCOCC3)nn2)c(C)c1CCC(=O)Nc1ccc(F)cc1
  3	1.0	7	-2	3	-11	-6	4	-1
50	Cn1nc(-c2ccccc2)c2ncc(C(F)(F)F)cc21
  -2	1.3	26	3	-2	-2	-7	4	1
51	COC(=O)[C@H](CCSC)NC(=O)NC1CC1
  -14	-0.1	23	6	-3	-9	-7	1	-2
52	CCOc1ccc(Nc2nc(N)nc(CN3CCN(c4ccccc4F)CC3)n2)cc1
  21	-1.3	25	13	-4	4	4	36	0
53	CC1(C2CC2)NC(=O)N(CC(=O)N2CCN(c3ccccc3Cl)CC2)C1=O (stereo unspecified)
  3	1.5	-9	4	0	1	-38	-7	4
54	COc1ccc(NC(=S)NCc2ccccc2Cl)c(OC)c1
  7	0.5	27	33	-1	3	7	2	-3
55	O=C(C1CCN(c2nc(-c3ccccc3)nc3c2CCC3)CC1)N1CCCC1
  8	0.6	25	19	-3	10	0	22	-4
56	Cc1ccc(C(=O)NCC(=O)Nc2cccc(C(F)(F)F)c2)cc1
  -13	1.5	-13	-3	1	-3	1	-25	-3

This is a subset; rates above refer to the full screens.
